# Screening data (PubChem)
# Thrombin inh: blocks human thrombin protease activity; P00734; alpha-thrombin, Boc-VPR-AMC fluorogenic substrate cleavage; inhibition, % at 5 µM; 220,000 compounds, 0.26% hits; AID 1046;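 active means inhibition at or above 40%; inactive means inhibition below 40%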;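 further: 0% = enzyme with no compound and 100% = wells without enzyme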
#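 System – human alpha-thrombin · Medium – pH 7.5 Tris (50 mM) with NaCl 150 mM, Tween 20 0.05% · Compound – single-point dosing at 5 µM, 0.2% DMSO · Incubation – enzyme reaction carried out at room temperature · Technique – fluorescence of released AMC, ex 355 nm, em 460 nm · Read-out basis – % inhibition of thrombin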
# TRPML3 agonist: agonists of human TRPML3 channel | Q8TDD5 | HEK293 TRPML3-YFP, Fluo-8 calcium fluorescence; 100% = the carbachol control signal | activation, % at 3 µM | 220,000 compounds, 0.29% hits | AID 1448;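 active means activation above its plate's cutoff, the mean activation of the plate's test wells plus 3 SD, cut at about 12% in these data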;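 further: 0% = DMSO only wells and 100% = carbachol wells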
#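 Test system: HEK293 cells stably carrying human TRPML3-YFP; Doses: single dose, 3 µM final nominal compound, 0.3% DMSO final; Schedule: dye loading 1 h 37 °C then 30 min ambient, 125 s read; Technique: Fluo-8 calcium fluorescence; Benchmarks: high control carbachol 87 µM, low control DMSO.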
# Tb hexokinase: T. brucei hexokinase 1 inhibition; 220,000 compounds, 0.11% hits; inhibition, % at 10 µM; recombinant TbHK1, G6PDH-coupled NADH A340;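 active means inhibition of 50% or more in the single-dose primary screen; inactive means inhibition below 50%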
# Calpain2 inh: inhibitors of pig calpain II; purified calpain II, fluorogenic peptide substrate, 30 min; AID 1236; 220,000 compounds, 0.37% hits; inhibition, % at 16 µM;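 active means inhibition above about 50%, limit read from the data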
# KCC2 mod: KCC2 (human) Cl- transport modulation | Q9H2X9 | KCC2 cells, thallium flux FluoZin-2 fluorescence | B-score of Tl+ flux slope (higher = more flux/activation; lower = inhibition) at 10 µM | 190,000 compounds, 2.2% hits;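 active means thallium flux slope and its plate-corrected score both differing from the plate sample mean at a set confidence after two filtering rounds, in either direction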;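 further: slope of fluorescence scaled to starting intensity during 10 to 20 s after thallium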
# Furin inh: inhibitors of human furin | P09958 | purified furin, fluorogenic substrate cleavage | inhibition, % at 30 µM | 220,000 compounds, 0.061% hits | AID 463115; in the data active means inhibition above about 25%; further: inactives centre near -15
# Target sequence (P09958 108-714 limits assumed): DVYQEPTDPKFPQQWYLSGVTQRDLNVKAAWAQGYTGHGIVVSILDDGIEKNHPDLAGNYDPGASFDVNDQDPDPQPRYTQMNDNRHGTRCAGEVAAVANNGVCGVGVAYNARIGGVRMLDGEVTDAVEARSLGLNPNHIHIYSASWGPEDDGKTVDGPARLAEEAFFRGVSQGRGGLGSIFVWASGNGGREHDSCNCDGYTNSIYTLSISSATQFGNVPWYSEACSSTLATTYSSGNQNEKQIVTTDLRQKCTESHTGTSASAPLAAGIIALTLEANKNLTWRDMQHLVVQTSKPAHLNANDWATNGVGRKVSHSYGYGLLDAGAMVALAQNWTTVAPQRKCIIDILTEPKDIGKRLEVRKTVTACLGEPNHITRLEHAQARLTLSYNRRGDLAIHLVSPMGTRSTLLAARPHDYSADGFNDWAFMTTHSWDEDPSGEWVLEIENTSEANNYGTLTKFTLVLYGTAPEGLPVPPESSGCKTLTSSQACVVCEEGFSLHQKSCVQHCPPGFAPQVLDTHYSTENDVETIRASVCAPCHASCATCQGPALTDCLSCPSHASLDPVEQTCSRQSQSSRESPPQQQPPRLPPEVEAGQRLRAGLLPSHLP
# TRPN1 ag: zebrafish TRPN1 (NompC) channel agonism | HEK293 zebrafish TRPN1-YFP, Fluo-8 calcium fluorescence; 100% = response to 87 µM carbachol | activation, % at 3 µM | 220,000 compounds, 0.18% hits | AID 1424;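 active means activation above its plate's cutoff, the mean activation of test wells on that plate plus 3 SD, cut at about 19% in these data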;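 further: 0% = DMSO alone and 100% = 87 µM carbachol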
#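 Assay system: Zebrafish TRPN1-YFP in HEK293 cells | Incubation: Dye loading 1 h at 37 °C, then 30 min room temperature | Measured by: Kinetic Fluo-8 fluorescence, ex 470-495, em 515-575 nm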
# EBV gp42 block: inhibitors of Epstein-Barr virus glycoprotein 42; 220,000 compounds, 0.42% hits; inhibition, % (tested at 21.74 µM); Fluorescence polarization binding assay, mP read-out; in the data active means inhibition above about 50%
# Target sequence (Q1HVG2 whole entry, looked up): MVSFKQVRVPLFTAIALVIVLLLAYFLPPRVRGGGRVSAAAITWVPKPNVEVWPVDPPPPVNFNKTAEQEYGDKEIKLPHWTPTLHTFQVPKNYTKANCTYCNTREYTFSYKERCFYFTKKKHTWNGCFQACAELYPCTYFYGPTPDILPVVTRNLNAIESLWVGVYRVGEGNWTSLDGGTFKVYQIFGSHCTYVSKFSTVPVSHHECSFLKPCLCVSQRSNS
# PPC-1+TRAIL kill: kills PPC-1 cancer cells in the presence of TRAIL; PPC-1 cells + TRAIL, ATPLite viability luminescence; cell killing (% activity), % at 4 µM; 220,000 compounds, 0.41% hits;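 active means cell killing above 50% in the first pass at 4 µM, then a duplicate retest at 5 µM averaging 50% or more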;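 further: plate controls were cells with TRAIL plus DMSO for no effect and medium-only wells lacking cells for full effect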
# Numbers without * were called inactive; · = no result given; [ ] = remark or other dose.
structure | Thrombin inh | TRPML3 agonist | Tb hexokinase | Calpain2 inh | KCC2 mod | Furin inh | TRPN1 ag | EBV gp42 block | PPC-1+TRAIL kill
COc1ccc(-n2cnnc2SCC(=O)Nc2cc(S(=O)(=O)N3CCCCC3)ccc2C)cc1 | -6 | -1.1 | 26 | 8 | -4.4* | -11 | -2.0 | -21 | 28
O=[N+]([O-])c1ccc(N2CCN(CCOc3nonc3-c3ccccc3)CC2)c(Cl)c1 | 5 | -0.1 | -2 | 23 | -0.01 | -27[20 µM] | 3.0 | -8 | 6
CC12CCC(c3c(CO)nn(-c4ccccc4)c31)C2(C)C (stereo not drawn) | 3 | 0.3 | 3 | 0 | 0.05 | -20[20 µM] | -0.3 | -4 | -8
Fc1ccc(CNc2ccc(CNc3ncn[nH]3)cc2)cc1 | -3 | -0.1 | -9 | -10 | 0.013 | -15 | 1.3 | -14 | -11
NC(=O)C1CCN(c2nc(C3CC3)nc3c2nnn3Cc2ccccc2Cl)CC1 | 2 | 0.8 | -3 | -11 | · | -15 | 0.7 | -12 | 21
FC(F)Oc1ccc(NC(=S)NCc2cccnc2)cc1 | 1 | 0.1 | -6 | -20 | 0.17 | -12 | 1.0 | 8 | 2
CCOc1ccc(C(=O)Cc2cc(OC)c(OC)cc2[N+](=O)[O-])cc1 | -3 | 0.1 | -7 | -8 | 0.1 | -7[20 µM] | 1.2 | -5 | 17
O=C(CSc1nnnn1Cc1ccccc1)c1ccc(F)cc1 | -11 | -0.9 | 9 | 10 | -0.82 | -20 | -1.2 | 5 | -9
O=C(OCC(=O)N(Cc1ccccc1)C1CCS(=O)(=O)C1)c1cc2c(s1)CCCC2 (stereo not drawn) | 2 | 0.5 | 19 | 17 | -1.3 | -1 | 0.1 | 9 | 16
COc1ccc(C(=O)NNC(=S)NC(=O)c2ccccc2[N+](=O)[O-])cc1 | -4 | -0.4 | -4 | 9 | 1.6 | -14 | -3.1 | -2 | 14
CCCCN(C(=O)COc1ccc(NC(C)=O)cc1)C1CCS(=O)(=O)C1 (stereo not drawn) | -3 | 0.8 | -3 | 12 | 1.4 | -20 | -0.5 | 12 | 17
Cc1ccc(C(=O)CCC(=O)CCC(=O)O)cc1 | · | 0.8 | 0 | · | -0.28 | -5[20 µM] | -1.3 | · | ·
Cc1cc(NC(=O)Cn2c(=O)n(CCCCC(=O)NC3CCN(Cc4ccccc4)CC3)c(=O)c3ccccc32)n[nH]1 | -6 | 0.5 | -6 | -25 | · | -28 | 0.9 | -19 | 21
O=C(COC(=O)c1cc2ccccc2oc1=O)c1cccc([N+](=O)[O-])c1 | -5 | 0.1 | -19 | -18 | -0.25 | -20 | -0.3 | 5 | -10
Cn1c2c(c(=O)n(C)c1=O)C(C(F)(F)F)(C(F)(F)F)N=C(CCC1CCCCC1)N2 | -4 | -0.9 | 25 | 26 | 0.67 | -1 | -0.8 | 0 | 12
Cc1cccc(CSc2nc3ccncc3n2CC(=O)Nc2ccc(C)c(C)c2)c1 | 1 | 0.5 | -4 | -10 | 1 | -10 | 0.0 | -6 | 7
Cc1cc(NC(=O)c2ccc(F)cc2)n(CCOC(=O)c2ccc(F)cc2)n1 | -4 | 1.0 | 4 | 25 | -0.48 | -24 | 2.6 | -15 | 8
CCC1SC2=NC(C)=C(C(=O)OCC(C)C)C(/C=C/c3ccccc3OC)N2C1=O (stereo not drawn) | -3 | -0.2 | -7 | 21 | 0.015 | -27[20 µM] | -0.2 | -15 | 14
CC1(C(=O)OCC(=O)c2c[nH]c3ccccc23)CC1(Cl)Cl (stereo not drawn) | -2 | 1.2 | 0 | 34 | -2.5* | -19[20 µM] | 0.1 | -3 | 23
CCC(C(=O)c1ccccc1)N(C(=O)c1ccccc1Cl)N1C(=O)C2C3C=CC(C3)C2C1=O (stereo not drawn) | -2 | 5.3 | -2 | 48 | 0.17 | -8[20 µM] | 0.4 | 1 | 18
CCC(C)Nc1nc(N)c([N+](=O)[O-])c(Nc2cc(OC)ccc2OC)n1 (stereo not drawn) | -4 | -0.6 | -21 | 12 | 0.036 | 0 | -2.7 | 12 | -14
CC(=O)Nc1ccc(/C=C2\Sc3ccccc3C2=O)cc1 | -2 | 0.8 | 5 | 0 | -0.97 | -11 | 0.8 | 0 | 5
COc1ccc(NC2=C(Cl)C(=O)N(CCc3ccccc3)C2=O)cc1 | -4 | 0.7 | -7 | 13 | -0.35 | -25 | 0.0 | -17 | -10
CC(=O)c1cc2c(cc1N/C(=N/S(=O)(=O)c1ccc(C)cc1)c1ccccc1)OCO2 | -12 | -0.1 | 37 | -89 | 0.8 | -6 | 0.0 | 4 | 32
O=C(Nc1cccc(-c2nc3ccccc3s2)c1)c1cc(=O)c2ccccc2o1 | -4 | 0.5 | -10 | -44 | -1.3 | -21 | 1.4 | 14 | 14
CC1=C(C(=O)OCCOC(C)C)C(c2cc3c(cc2Br)OCO3)CC(=O)N1 (stereo not drawn) | 4 | 0.3 | 27 | -18 | -1.4 | -14[20 µM] | -1.0 | -3 | 15
Cn1nc(-c2ccccc2)c(C(O)c2ccc(Cl)cc2)c1Cl (stereo not drawn) | -9 | -0.5 | -1 | 0 | -1.5 | -18[20 µM] | -1.6 | -8 | 18
Cc1nc(NC(=O)CC(C)C)sc1-c1csc(Nc2ccc(Cl)cc2Cl)n1 | -7 | 0.0 | -16 | -17 | 0.98 | 3[20 µM] | 0.4 | -16 | 18
Cc1ccc2oc(=O)c3cnn(CC(=O)NC4CCC(C)CC4)c3c2c1 (stereo not drawn) | 2 | · | -2 | 26 | -1 | -15 | · | -25 | -23
CCc1cc2c(=O)[nH]c(Cc3ccc(Cl)cc3)nc2s1 | 0 | 0.2 | -10 | 9 | 0.041 | -6[20 µM] | 2.0 | 21 | -20
Nc1nnc(CCN2C(=O)CSC2=O)s1 | -4 | 0.8 | -5 | 8 | · | -15 | 0.2 | -13 | 23
CCOc1ccc(-c2n[nH]c(=S)o2)cc1 | -4 | 0.3 | -4 | -19 | 0.41 | -14 | 0.4 | -7 | 39
CCOC(=O)Cc1nnc(NC(=O)CSc2ccc(Cl)cc2)s1 | -12 | 0.4 | 4 | -32 | -0.0088 | -7[20 µM] | 4.4 | -21 | -30
COc1cccc(CSc2nnnn2-c2ccc(O)cc2)c1 | -4 | 0.0 | 0 | -1 | -0.18 | -25 | 1.1 | -4 | 18
COc1ccc(Cl)cc1N(C(=O)Nc1cccc(Cl)c1)C1=NCC(C)S1 (stereo not drawn) | -6 | 0.2 | -6 | 24 | 0.44 | -22 | -0.9 | 5 | 13
N#Cc1cc(C(=O)c2cc(F)ccc2O)cn(Cc2ccccc2)c1=O | -5 | 0.9 | -12 | 0 | 0.62 | -20 | 1.6 | -4 | 10
COc1cccc2c1OC1(C)CC2NC(=O)N1 (stereo not drawn) | 0 | 1.3 | -3 | -30 | -0.067 | 2[20 µM] | -0.7 | -15 | -22
Cn1nnnc1SCC(=O)NC(=O)NCc1ccccc1 | 0 | 1.2 | 10 | 19 | · | -22 | 0.8 | -9 | 6
Cc1cccc(/N=C/c2nc(-c3ccccc3Br)oc2O)n1 | -1 | 0.6 | -6 | -57 | 2.1 | -36 | -1.1 | 11 | 10
COc1cccc(C(=O)Cn2c(=O)n(CCC(=O)NCC3CCCO3)c(=O)c3cc(OC)c(OC)cc32)c1 (stereo not drawn) | 0 | 0.0 | -9 | 0 | 0.047 | -4 | 1.5 | -2 | 32
Cc1nc(NC(CC(C)C)C(=O)O)c2nc(C)oc2n1 (stereo not drawn) | -5 | 0.5 | 5 | 12 | 0.12 | -22[20 µM] | 0.6 | 11 | 23
Cc1ccc(S(=O)(=O)Cc2ccc(C(=O)NCc3cccs3)o2)cc1 | 2 | -0.1 | 2 | -16 | · | -17[20 µM] | 0.6 | -7 | 8
NS(=O)(=O)c1ccc(CCNC(=S)Nc2ccc(F)cc2)cc1 | 7 | 0.6 | -3 | -37 | 1.7 | -26 | 0.8 | 12 | 16
Brc1ccc(-c2nc3ncccn3c2NC2CCCCC2)o1 | -4 | 0.9 | -18 | 3 | -0.36 | -4[20 µM] | -0.4 | -8 | 19
COc1cccc(C(C)N(C)Cc2nc(COc3ccccc3)no2)c1 (stereo not drawn) | -5 | 0.1 | -3 | -19 | -0.37 | -23 | -1.0 | -1 | 12
CC(C)C12CN3CC(C(C)C)(CN(C1)C3c1ccco1)C2=O (stereo not drawn) | -2 | -0.1 | 0 | -8 | 0.19 | -10[20 µM] | -1.1 | 3 | 3
O=C1OC(=O)C2C1[C@@H]1CC[C@H]2O1 (stereo partly drawn) | 1 | 0.5 | 1 | 11 | -0.19 | -20 | -0.1 | -8 | 2
O=C(COC(=O)Cc1ccsc1)Nc1ccc(S(=O)(=O)N2CCOCC2)cc1 | -5 | -0.2 | 6 | 20 | -1.3 | -3 | 0.7 | -12 | -9
O=C(COc1ccc(Cl)cc1Cl)Nn1c(=S)[nH]c2ncccc2c1=O | 13 | 0.4 | -12 | -3 | 0.4 | -11 | -0.2 | -14 | 0
CC(NCc1ccc(N(C)C)cc1)C1CC2CCC1C2 (stereo not drawn) | 3 | 1.3 | -4 | 24 | · | -8[20 µM] | -0.4 | -11 | -22

# 4 entries from above, with each value named:
O=C1OC(=O)C2C1[C@@H]1CC[C@H]2O1 (stereo partly drawn)
  Thrombin inh: 1
  TRPML3 agonist: 0.5
  Tb hexokinase: 1
  Calpain2 inh: 11
  KCC2 mod: -0.19
  Furin inh: -20
  TRPN1 ag: -0.1
  EBV gp42 block: -8
  PPC-1+TRAIL kill: 2

COc1cccc(C(C)N(C)Cc2nc(COc3ccccc3)no2)c1 (stereo not drawn)
  Thrombin inh: -5
  TRPML3 agonist: 0.1
  Tb hexokinase: -3
  Calpain2 inh: -19
  KCC2 mod: -0.37
  Furin inh: -23
  TRPN1 ag: -1.0
  EBV gp42 block: -1
  PPC-1+TRAIL kill: 12

CC(NCc1ccc(N(C)C)cc1)C1CC2CCC1C2 (stereo not drawn)
  Thrombin inh: 3
  TRPML3 agonist: 1.3
  Tb hexokinase: -4
  Calpain2 inh: 24
  KCC2 mod: ·
  Furin inh: -8[20 µM]
  TRPN1 ag: -0.4
  EBV gp42 block: -11
  PPC-1+TRAIL kill: -22

CCOc1ccc(-c2n[nH]c(=S)o2)cc1
  Thrombin inh: -4
  TRPML3 agonist: 0.3
  Tb hexokinase: -4
  Calpain2 inh: -19
  KCC2 mod: 0.41
  Furin inh: -14
  TRPN1 ag: 0.4
  EBV gp42 block: -7
  PPC-1+TRAIL kill: 39

# The list continues:
# Second line of a record: Thrombin inh | TRPML3 agonist | Tb hexokinase | Calpain2 inh | KCC2 mod | Furin inh | TRPN1 ag | EBV gp42 block | PPC-1+TRAIL kill
CSC(=NC#N)N1CCN(c2ccccn2)CC1
    1 | 0.6 | 1 | -8 | -0.12 | -22 | 0.1 | -10 | -32
Cc1ccc(S(=O)(=O)/C(C#N)=C/c2c[nH]c3ccccc23)cc1
    -1 | 0.7 | -2 | 10 | -0.16 | -15[20 µM] | -0.4 | -10 | 6
Cc1ccsc1/C=C1/CN(C)Cc2c1nc1ccccc1c2C(=O)O
    -3 | 0.1 | -22 | -13 | · | -11 | 0.0 | -6 | -12
O=C(CSc1ccc(Cl)cc1)N1CCN(c2c(Cl)cccc2[N+](=O)[O-])CC1
    -6 | -0.1 | 14 | 8 | -0.44 | -12 | -0.3 | -12 | 2
CC(C(=O)Nc1cccc([N+](=O)[O-])c1)N(c1ccccc1)S(C)(=O)=O (stereo not drawn)
    1 | 0.1 | 3 | 22 | -0.13 | -11 | -0.8 | 3 | 20
